Screening data from PubChem BioAssay.
hcDAF-12 act = activates DAF-12 receptor from parasite H. contortus; HEK293 hcDAF-12 lit1-tk-luc reporter, luminescence; 0% DMSO, 100% Δ7-dafachronic acid; activation, % at 6.8 µM; actives 1.4% (n = 370,000);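 active = activation above the mean of all tested compounds plus 3 SD, cut at about 5.5% in these data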;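 also: 100% = response to 3 µM Δ7-dafachronic acid high control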
PLC-gamma1 inh = PLC-gamma1 (human) inhibition, primary screen | inhibition, % at 12.2 µM | purified PLC-gamma1, fluorogenic substrate, fluorescence | actives 0.84% (n = 370,000); in the data active = inhibition above about 9.5%
HGIII-sPLA2 inh = Inhibits HGIII-sPLA2 liposome hydrolysis, primary screen. Q9NZ20. QFRET BODIPY PC-A2 liposome hydrolysis, fluorescence. inhibition, % at 12.2 µM. actives 0.56% (n = 370,000);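 active = inhibition above mean plus 3 SD of compounds lying within the high and low control bounds, cut at about 19% in these data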;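 also: 0% = median of test compound wells and 100% = no enzyme DMSO wells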
ADAM17 inh = inhibitors of human ADAM17; AID 720648; recombinant ADAM17, EDANS/DABCYL FRET peptide cleavage; inhibition, % at 6.95 µM; actives 0.83% (n = 370,000); P78536;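 active = inhibition above the mean of compounds lying between control limits plus 3 SD, set per campaign, cut at about 8.5% in these data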;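 also: 0% = DMSO-only wells as the low control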
GAA850 FXN act = frataxin GAA850 promoter activation | HEK293 lucGAA850 FXN promoter luciferase reporter, 24 h; percent of 10 µM SAHA response | activation, % at 6 µM | actives 0.56% (n = 360,000) | AID 540364;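 active = activation above the average of all compounds screened plus 3 SD, cutoff fixed separately per campaign, cut at about 7.5% in these data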;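 also: 0% = DMSO wells and 100% = 10 µM SAHA wells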
ssDAF-12 act = activators of S. stercoralis DAF-12 nuclear receptor; HEK293 ssDAF-12/GRIP1 lit1-tk-luc reporter, luminescence; % of 3 µM dafachronic acid response; activation, % at 6.8 µM; actives 1% (n = 370,000);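 active = activation above the mean over all tested compounds plus 3 SD, cut at about 0.9% in these data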;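 also: 0% = DMSO-only wells and 100% = 3 µM delta7-dafachronic acid wells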
DAX1 inh-1 = inhibitors of DAX1 repression of SF-1 activated StAR promoter. inhibition, % at 6.8 µM. HEK293T StAR-luciferase reporter, SF-1/DAX-1 repression relief. actives 1.1% (n = 370,000). AID 652010;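 active = inhibition above the mean over all tested compounds plus 3 SD, cut at about 3.6% in these data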;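 also: 0% = DAX-1 cells with DMSO and 100% = cells lacking DAX-1 with DMSO; higher inhibition means more luminescence from relief of DAX-1 repression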
hgDAF12 agonist = agonists of H. glycines DAF-12 nuclear receptor. HEK293 GAL4-hgDAF12 UAS-luciferase reporter, agonist luminescence; normalized to butyrate control. activation, % at 6.8 µM. actives 1.8% (n = 370,000). AID 687014;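 active = activation above a cutoff set at the mean of all screened compounds plus 3 SD, cut at about 10% in these data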;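 also: 0% = DMSO wells and 100% = sodium butyrate wells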
DAX1 inh-2 = NR0B1 (DAX1) inhibition. HEK293 Gal4-DAX1 luciferase reporter, luminescence. inhibition, % at 6.75 µM. actives 0.99% (n = 340,000). AID 504766;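 active = inhibition above the mean over all tested compounds plus 3 SD, cut at about 4.2% in these data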;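 also: 0% = DAX1-transfected cells with DMSO and 100% = empty-vector control cells with DMSO; inhibition shows as a rise in luminescence from relieved DAX1 repression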
PLCb3 inh = inhibitors of human phospholipase C beta3; Q01970; Purified PLC-beta3, fluorogenic substrate, fluorescence; inhibition, % at 12.2 µM; actives 0.18% (n = 370,000); AID 720704; in the data active = inhibition above about 11%;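 also: 0% = median of compound wells on plate and 100% = full blocker control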
Target sequence (Q01970 whole entry, looked up): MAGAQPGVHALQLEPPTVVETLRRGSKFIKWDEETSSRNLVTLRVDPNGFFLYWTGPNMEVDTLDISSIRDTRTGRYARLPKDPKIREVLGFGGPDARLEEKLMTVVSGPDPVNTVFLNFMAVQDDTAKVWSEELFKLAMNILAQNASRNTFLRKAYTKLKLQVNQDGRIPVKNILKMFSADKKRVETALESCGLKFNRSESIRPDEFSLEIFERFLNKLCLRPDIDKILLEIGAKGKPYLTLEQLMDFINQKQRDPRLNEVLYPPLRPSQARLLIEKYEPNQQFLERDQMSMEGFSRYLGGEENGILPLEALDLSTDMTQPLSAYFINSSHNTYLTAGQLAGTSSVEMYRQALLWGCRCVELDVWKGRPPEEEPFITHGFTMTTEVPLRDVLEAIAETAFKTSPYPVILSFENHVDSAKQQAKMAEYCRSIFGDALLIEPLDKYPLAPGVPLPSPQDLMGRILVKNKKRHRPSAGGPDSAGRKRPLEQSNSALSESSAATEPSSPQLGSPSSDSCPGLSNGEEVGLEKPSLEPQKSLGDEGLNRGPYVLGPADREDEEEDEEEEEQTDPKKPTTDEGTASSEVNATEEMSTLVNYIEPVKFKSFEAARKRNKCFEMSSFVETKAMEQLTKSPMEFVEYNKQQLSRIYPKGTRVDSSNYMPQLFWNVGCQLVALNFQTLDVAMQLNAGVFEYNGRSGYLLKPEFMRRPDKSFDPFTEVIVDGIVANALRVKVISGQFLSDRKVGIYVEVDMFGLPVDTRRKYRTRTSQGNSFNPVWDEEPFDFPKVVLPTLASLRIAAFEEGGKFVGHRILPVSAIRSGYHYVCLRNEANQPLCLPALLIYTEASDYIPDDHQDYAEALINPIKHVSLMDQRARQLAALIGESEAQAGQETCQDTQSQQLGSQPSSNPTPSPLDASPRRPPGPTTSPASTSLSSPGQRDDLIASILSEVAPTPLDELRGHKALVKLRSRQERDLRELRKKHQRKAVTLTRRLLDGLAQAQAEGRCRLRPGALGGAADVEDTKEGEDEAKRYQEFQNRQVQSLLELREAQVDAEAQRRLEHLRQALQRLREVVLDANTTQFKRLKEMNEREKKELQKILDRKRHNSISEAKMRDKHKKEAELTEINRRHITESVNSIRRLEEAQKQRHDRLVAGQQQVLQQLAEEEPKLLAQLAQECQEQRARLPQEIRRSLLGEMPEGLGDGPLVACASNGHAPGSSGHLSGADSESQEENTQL
ADAM10 inh = ADAM10 inhibition, QFRET primary screen; inhibition, % at 7 µM; recombinant ADAM10, EDANS/DABCYL FRET peptide cleavage, 3 h; actives 0.62% (n = 370,000);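 active = inhibition above a per-campaign cutoff equal to the mean of compounds falling between control-based bounds plus 3 SD, cut at about 20% in these data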;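 also: 0% = DMSO wells while the 100% control is not disclosed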
Active calls of the source: *; . = no result given.

SMILES	hcDAF-12 act	PLC-gamma1 inh	HGIII-sPLA2 inh	ADAM17 inh	GAA850 FXN act	ssDAF-12 act	DAX1 inh-1	hgDAF12 agonist	DAX1 inh-2	PLCb3 inh	ADAM10 inh
COc1ccc(C(=O)Cn2c3ccccc3n3nc(CCC(=O)O)c(=O)nc23)cc1OC	0.0	-13	0	-4	1.2	-1.5	-0.1	0.5	-0.7	-20	-22
Cc1cccc(C(=O)Nc2cc(S(=O)(=O)N3CCOCC3)ccc2N2CCCC2)c1	-0.9	5	12	-3	-2.5	-1.0	-1.9	-1.0	-1.5	-6	-14
Cc1cc(C)cc(C(=O)NCC(=O)NCCc2c[nH]c3ccccc23)c1	3.0	3	-59	1	1.2	-0.1	-0.4	1.6	1.6	-7	-17
O=C(Nc1cccc(S(=O)(=O)N2CCOCC2)c1)c1cccc(S(=O)(=O)N2CCCCC2)c1	-1.6	2	-6	0	1.4	-1.2	-1.4	-1.2	-1.3	-1	5
C/C(=N\NC(=O)CCn1nc(C)cc1C)C(C)(C)C	-0.1	1	14	-8	0.7	-1.2	0.3	3.7	-1.4	-4	-1
CN(C)c1ccc(P(=O)(OCc2ccccc2)C(O)c2ccc(Br)cc2)cc1 (stereo not given)	-0.1	3	-7	2	0.3	-1.5	-0.2	-0.6	0.8	-5	8
CCc1ccc2c(c1)cc(CN(C(=S)Nc1ccccc1Cl)C1CC1)c1nnnn12	-1.7	-2	-3	-3	2.0	-1.4	0.0	1.2	0.7	-2	-4
CCOc1c(OC)cccc1C1CC(=O)Nc2cc(OC)c(OC)cc21 (stereo not given)	-1.3	6	-4	1	3.7	-0.9	-0.1	-0.7	-0.8	3	-2
Nc1nonc1-n1nnc(C(=O)N/N=C/c2cccc(F)c2)c1CN1CCCCCC1	-0.8	2	-3	-2	0.8	-1.6	-0.1	1.1	4.7*	2	-10
O=C(NCCc1ccccc1)C1CCCN1S(=O)(=O)c1cccc2nsnc12 (stereo not given)	-0.2	-2	5	-2	-1.5	-0.9	-0.1	0.3	0.2	-3	-3
Cc1ccnc(SCC(=O)N2CCN(C(c3ccccc3)c3ccccc3)CC2)n1	-2.4	1	-7	-3	-3.4	-1.8	-1.2	-3.3	-0.1	-1	0
CCOC(=O)C[C@H]1c2ccc(C(F)(F)F)cc2S(=O)(=O)N1C1CCCC1	-1.1	1	2	-3	1.6	-1.6	-0.2	-1.3	0.9	3	13
COc1cc(C(=O)O)cc(NC(=O)c2ccco2)c1OC	-0.4	-5	0	-2	0.3	-0.2	-0.9	0.8	-0.2	-2	-1
CC(C)C[C@@H]1COc2cccc(N3CCSCC3)c2S(=O)(=O)N1C	2.6	-1	-1	0	.	-1.0	-1.0	-0.2	.	-1	1
Cc1nnc(NC(=O)CSc2nnc(-c3ccoc3C)n2CC(C)C)s1	-0.1	2	6	2	-0.5	-0.4	-0.3	1.3	0.8	3	2
O=C1N=C(N2CCN(c3ccccc3)CC2)S/C1=C\c1ccco1	-0.7	-7	3	3	4.6	-1.7	0.1	-1.1	-0.7	-10	-2
COc1ccc(N=Cc2ccc[nH]2)cc1	-2.4	-1	6	0	3.4	-0.8	-1.4	0.9	-2.6	5	-1
CCn1c(=O)cc(OCC(=O)NC2CCCCC2)c2ccccc21	0.5	-1	0	-5	3.0	-1.8	-0.4	-0.3	0.0	1	-4
Cc1cc(C)n(-c2ccc(N3CCOCC3)nn2)n1	1.8	-1	2	0	3.2	-0.8	0.0	1.2	0.5	-2	-1
Cc1ccc(N(CC(=O)Nc2ccccc2-c2ccccc2)S(=O)(=O)c2ccccc2)c(C)c1	6.6*	1	-3	3	3.4	-1.8	0.1	2.1	0.1	4	4
CCN(CC)C(=O)[C@H]1CC(CC(=O)NCCN2CCOCC2)C(=O)N2CCc3c([nH]c4ccc(OC)cc34)[C@]12C (stereo not given in full)	1.2	3	11	-1	-0.5	-0.6	2.2	-1.3	-0.5	0	-13
CC(C)(C)CC(=O)NCc1cccs1	-0.9	3	-1	-3	-0.2	-1.6	0.3	0.8	1.2	-2	3
CCN(CC)c1ccc(C(=O)OCC(=O)Nc2ccccc2-c2ccccc2)cc1	-1.5	-35	1	-2	0.3	-1.8	-1.2	-3.6	-3.0	-48	-2
CCOC(=O)N/N=C/C=C/c1ccccc1[N+](=O)[O-]	-0.3	2	-1	1	1.5	-1.3	0.0	-2.5	1.5	5	9
COC(=O)C1=C(C)N(Cc2ccc(C(F)(F)F)cc2)C(=NCc2ccccc2)NC1c1cccc(F)c1 (stereo not given)	1.2	6	-7	8	.	-1.3	-0.8	-0.7	.	7	11
Cc1cc(C)nc(SCC(=O)NCc2ccco2)n1	-1.4	-1	-2	-5	2.1	0.2	0.0	0.8	-0.2	-3	5
COc1cccc2c1CCc1c-2nc2ccccc2c1C(=O)O	8.4*	-31	-1	-3	2.5	0.0	0.8	12*	0.5	-49	-12
CCS(=O)(=O)N1CCN(c2ccc(C(=O)NC34CC5CC(CC(C5)C3)C4)cc2[N+](=O)[O-])CC1	-1.1	2	4	-3	4.2	-1.6	0.3	0.0	-0.1	3	3
Cc1ccc2c(c1)NC(c1cccs1)C1=C(CC(C)(C)CC1=O)N2 (stereo not given)	-1.0	-9	9	-2	1.6	-1.1	0.0	-0.9	0.3	-23	-3
COc1ccc(CNC(=O)COC(=O)[C@@H]2CCCN2C(=O)c2cccs2)cc1	0.7	1	2	-4	-2.3	-1.3	0.8	1.5	1.2	0	-6
CS(=O)(=O)Nc1ccccc1C(=O)N1CCN(c2ccccc2)CC1	0.8	-3	2	-5	.	-0.7	0.4	2.3	.	-2	-3
C#CCOCCOCCOCCNc1nc(N2CCN(C(=O)[C@H]([C@@H](C)CC)n3cc([C@@H](N)CC(C)C)nn3)CC2)nc(N2CCN(C(=O)[C@H](Cc3ccc(O)cc3)n3cc([C@@H](N)CC(C)C)nn3)CC2)n1	-1.1	4	-19	-4	.	-1.1	-0.1	0.3	.	5	-6
Cn1cccc1CC(=O)N/N=C/c1ccc(Cl)cc1	-1.2	-1	0	-6	2.4	-0.1	0.0	0.3	-0.3	-6	6
O=C(CSc1nnc(Nc2ccccc2)s1)NCCN1C(=O)CSC1=O	-1.6	1	15	-8	-2.7	-1.2	-0.3	-1.4	2.5	-3	-16
CN=c1sc(C(=O)Nc2cccc(Cl)c2)cc(=O)n1C	-1.1	5	-2	-1	-0.5	-1.4	-1.3	2.6	-2.0	5	3
COc1ccc(OCC(O)CN2CC(C)OC(C)C2)cc1 (stereo not given)	-1.8	-1	-1	-2	0.6	-1.1	-0.3	-1.2	1.3	-9	2
CC(=O)c1cccc(NC(=O)N2C3CCCC2CC(NC(=O)C2CC2)C3)c1 (stereo not given)	-1.8	-1	6	-1	2.7	-0.7	-0.2	-0.6	-0.5	-4	-3
O=C(O)Cc1sc(=O)[nH]c1O	1.2	5	-2	2	1.1	-0.5	0.4	3.8	-0.2	1	0
O=C(COC(=O)c1cc(Br)ccc1O)NC12CC3CC(CC(C3)C1)C2	-0.7	1	9	-1	0.2	-0.6	-1.4	-0.5	-0.4	-5	-16
Cc1nn(Cc2ccccc2Cl)c(C)c1C(=O)N1CCN(c2ccccc2)CC1	-1.8	0	-7	-1	0.0	-1.6	-1.1	-0.3	-0.3	-1	-2
CC(C)NC(=O)NC(=O)COC(=O)c1ccccc1F	0.3	0	12	-3	-1.8	-0.8	-0.2	-1.5	1.1	-1	-5
O=C(Nc1cccc(C(=O)N2CCCCCC2)c1)c1ccco1	-0.8	7	6	2	1.0	-0.9	-0.1	3.4	-0.6	2	5
CC1(C(=O)OCC(=O)Nc2nc(-c3ccc(F)c(F)c3)cs2)CC1(Cl)Cl (stereo not given)	-2.8	2	-5	9.3*	1.3	0.1	-1.7	4.3	-1.1	-5	21*
COc1cc2ccccc2cc1C(=O)Nc1ccc(S(=O)(=O)Nc2cc(C)on2)cc1	-1.8	-6	-32	-3	-0.1	-1.4	0.3	-0.3	1.0	-9	3
Fc1ccccc1CSc1nc2ccccc2[nH]1	5.0	-1	-5	1	4.5	0.5	3.2	12*	0.3	-3	1

6 successive records from above:
SMILES	hcDAF-12 act	PLC-gamma1 inh	HGIII-sPLA2 inh	ADAM17 inh	GAA850 FXN act	ssDAF-12 act	DAX1 inh-1	hgDAF12 agonist	DAX1 inh-2	PLCb3 inh	ADAM10 inh
CS(=O)(=O)Nc1ccccc1C(=O)N1CCN(c2ccccc2)CC1	0.8	-3	2	-5	.	-0.7	0.4	2.3	.	-2	-3
C#CCOCCOCCOCCNc1nc(N2CCN(C(=O)[C@H]([C@@H](C)CC)n3cc([C@@H](N)CC(C)C)nn3)CC2)nc(N2CCN(C(=O)[C@H](Cc3ccc(O)cc3)n3cc([C@@H](N)CC(C)C)nn3)CC2)n1	-1.1	4	-19	-4	.	-1.1	-0.1	0.3	.	5	-6
Cn1cccc1CC(=O)N/N=C/c1ccc(Cl)cc1	-1.2	-1	0	-6	2.4	-0.1	0.0	0.3	-0.3	-6	6
O=C(CSc1nnc(Nc2ccccc2)s1)NCCN1C(=O)CSC1=O	-1.6	1	15	-8	-2.7	-1.2	-0.3	-1.4	2.5	-3	-16
CN=c1sc(C(=O)Nc2cccc(Cl)c2)cc(=O)n1C	-1.1	5	-2	-1	-0.5	-1.4	-1.3	2.6	-2.0	5	3
COc1ccc(OCC(O)CN2CC(C)OC(C)C2)cc1 (stereo not given)	-1.8	-1	-1	-2	0.6	-1.1	-0.3	-1.2	1.3	-9	2

More compounds
SMILES	hcDAF-12 act	PLC-gamma1 inh	HGIII-sPLA2 inh	ADAM17 inh	GAA850 FXN act	ssDAF-12 act	DAX1 inh-1	hgDAF12 agonist	DAX1 inh-2	PLCb3 inh	ADAM10 inh
Cn1cc(S(=O)(=O)NC2CCCCC2)c(=O)n(C)c1=O	-1.3	2	8	-1	0.0	-0.7	-0.2	-1.5	0.6	-8	-10
CN(C)CC(=O)N[C@H]1C[C@@H]2O[C@@H](CO)CC[C@@H]2O[C@@H]1CCc1ccc(-c2ccc(F)cc2)cc1	-3.1	-1	-17	-1	.	-1.6	-0.5	-1.2	.	-1	3
O=C(Nc1ccc(Cl)c(Cl)c1)N1N=CCC1c1ccccc1 (stereo not given)	-1.0	0	-3	1	1.2	-1.6	-0.8	3.6	-0.8	-1	10
CC1(C)CC(=O)C2=C(C1)N(Cc1ccccc1)C(=O)C2(NC(=O)C(C)(C)C)C(F)(F)F (stereo not given)	-0.5	0	-1	-2	-1.3	-1.4	0.0	0.3	0.2	5	-3
O=c1c2ccccc2nc(-c2ccco2)n1CCc1ccc(O)cc1	-3.6	-4	0	-4	-1.2	-2.5	-0.4	0.5	-0.5	-11	-8
C/C=C/c1ccc(OCCCCN(C)Cc2ccccc2)c(OC)c1	1.5	5	-3	-4	9.5*	-0.7	0.5	4.0	1.9	-5	6
c1ccc2ncc(-n3cnnn3)cc2c1	2.2	6	-2	-4	-0.5	-0.9	-0.4	2.0	0.1	-1	-2
CC(C)(C)S(=O)(=O)N1C[C@H]2CC/C=C\C/C(c3ccccc3)=C\2[C@@H]1CCO	0.2	0	0	-4	-6.2	-1.3	2.1	5.5	1.8	-1	-8
